Gli-Sufu block: antagonists of Gli-Sufu signaling; Sufu-KO-LIGHT fibroblasts, Gli luciferase reporter luminescence; inhibition, % at 5 µM; hit rate 0.74% among 340,000; AID 588413;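 active means inhibition above about 55%, limit read from the data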;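 further: 0% = DMSO-treated cells and 100% = wells with medium but no cells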
CXCR6 block: inhibitors of human CXCR6 receptor; AID 602244; O00574; inhibition, % at 20 µM; CHO-K1 PathHunter CXCR6 beta-arrestin, luminescence; hit rate 0.36% among 360,000; in the data active means inhibition above about 34%, passing the limit was not always enough;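 further: antagonist mode with CXCL16 agonist at 10 nM final; 0% = 10 nM CXCL16 with DMSO and 100% = unstimulated wells without agonist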
APJ antagonist: APJ receptor antagonism. hit rate 0.32% among 330,000. CHO-K1 APJ beta-arrestin complementation, luminescence. inhibition, % at 20 µM. P35414;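 active means inhibition above about 40% at 20 µM, limit read from the data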;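 further: cells challenged with 10 nM apelin-13 agonist together with compound; plate controls were apelin-13 plus DMSO wells for no effect and DMSO wells lacking apelin-13 for full effect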
APJ agonist: APJ receptor agonism | activation, % at 20 µM | P35414 | CHO-K1 APJ PathHunter beta-arrestin, luminescence; 0% DMSO wells, 100% apelin | hit rate 0.11% among 330,000 | AID 2520;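 active means activation more than six SD over the plate average, tested at 20 µM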;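 further: 0% = DMSO alone and 100% = apelin-13 at 10 nM; some results filed as inactive read as strong as hits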
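Assay system – PathHunter CHO-K1 APJ (AGTRL-1) beta-arrestin reporter cells · Compound – one dose, 20 µM compound, 1% DMSO · Timing – compound 90 min 25 °C, reagent 1 h · Measured by – luminescence from split beta-galactosidase complementation, Galacton Star/Emerald II substrate · Measure – beta-arrestin recruitment to APJ as agonist activity, luminescent signal · Benchmarks – DMSO vs Apelin-13 10 nM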
CCR6 antagonist: blocks CCL20-driven beta-arrestin recruitment at human CCR6 | P51684 | AID 493098 | hit rate 0.49% among 340,000 | inhibition, % at 20 µM | CHO-K1 CCR6 PathHunter beta-arrestin, luminescence, CCL20-stimulated;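 active means compounds whose inhibition of the agonist-driven luminescence signal at 20 µM reaches about 50%, limit read from the data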;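 further: cells stimulated with CCL20 at 14 nM final; plate controls were DMSO with CCL20 for no effect and DMSO without agonist for full effect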
Target sequence (P51684 whole entry, looked up): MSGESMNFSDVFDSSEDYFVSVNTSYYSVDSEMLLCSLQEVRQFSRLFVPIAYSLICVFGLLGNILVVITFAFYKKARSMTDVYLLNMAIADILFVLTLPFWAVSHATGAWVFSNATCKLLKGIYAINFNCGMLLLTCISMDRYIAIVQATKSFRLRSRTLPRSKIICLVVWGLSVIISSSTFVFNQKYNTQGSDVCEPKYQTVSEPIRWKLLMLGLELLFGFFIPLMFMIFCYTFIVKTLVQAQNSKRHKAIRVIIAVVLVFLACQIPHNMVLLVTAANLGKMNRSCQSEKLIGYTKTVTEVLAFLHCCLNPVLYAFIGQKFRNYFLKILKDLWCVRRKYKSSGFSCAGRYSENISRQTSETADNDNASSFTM
EBI2 block: blocks human EBI2 receptor beta-arrestin signaling. EBI2 beta-arrestin recruitment, luminescence, 7a,25-OHC stimulated. inhibition, % at 5 µM. hit rate 0.81% among 360,000; in the data active means inhibition above about 38%;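 further: enzyme fragment complementation signal reports receptor beta-arrestin coupling in cells; 0% = agonist plus DMSO wells and 100% = wells without agonist; some results beyond the cut were filed as inactive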
Target sequence (P32249 whole entry, looked up, the tested form may be a part): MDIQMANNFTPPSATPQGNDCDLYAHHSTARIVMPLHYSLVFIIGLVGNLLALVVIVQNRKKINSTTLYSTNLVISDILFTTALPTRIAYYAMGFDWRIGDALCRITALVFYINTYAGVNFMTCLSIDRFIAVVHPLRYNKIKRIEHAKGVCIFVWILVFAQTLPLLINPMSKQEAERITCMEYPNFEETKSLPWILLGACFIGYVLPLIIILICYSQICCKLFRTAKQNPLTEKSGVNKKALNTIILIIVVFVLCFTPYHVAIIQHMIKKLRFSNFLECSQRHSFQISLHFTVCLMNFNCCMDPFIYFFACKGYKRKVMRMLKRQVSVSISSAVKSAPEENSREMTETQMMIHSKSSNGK
UBC13 inh: inhibitors of human UBC13 polyubiquitin chain formation; P61088; TR-FRET; inhibition, % at 20 µM; hit rate 0.47% among 330,000; in the data active means inhibition above about 45%, passing the limit was not always enough
Target sequence (P61088 whole entry, looked up): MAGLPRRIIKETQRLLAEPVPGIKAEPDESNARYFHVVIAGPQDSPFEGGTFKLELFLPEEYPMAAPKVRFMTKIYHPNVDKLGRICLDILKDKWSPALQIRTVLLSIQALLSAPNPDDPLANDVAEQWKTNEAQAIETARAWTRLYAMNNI
ATG4B inh: blocks human ATG4B protease cleavage of LC3 substrate | AID 504462 | Q9Y4P1 | hit rate 0.51% among 340,000 | ATG4B cleavage of LC3-PLA2, NBD-HPC fluorescence, 1 h | inhibition, % at 8.33 µM; in the data active means inhibition above about 40%
An asterisk follows results filed as active; . = no result given.

SMILES,Gli-Sufu block,CXCR6 block,APJ antagonist,APJ agonist,CCR6 antagonist,EBI2 block,UBC13 inh,ATG4B inh
O=c1c2ccccc2ncn1CCCSc1ccc(Cl)cc1,-17,3,5,-6,13,3,10,-3
O=C1CC(C(=O)N2CCOCC2)C2(CCCC2)O1 (stereo unspecified),3,-8,-8,0,-3,-3,-2,-3
Cc1cccc(Sc2nc(-c3ccccc3)ncc2C(=O)O)c1,-6,-1,7,-4,-3,-6,-4,-10
O=C(N1CCOCC1)C(F)(F)C(F)(F)C(F)(F)C(F)(F)C(=O)N1CCOCC1,0,-8,13,-5,1,4,2,5
Cc1[nH]c2ccccc2c1C(Nc1nccs1)c1ccncc1 (stereo unspecified),6,-1,2,-2,2,-15,-2,-2
CCOc1ccccc1OCCCC(=O)N1CCN(S(=O)(=O)c2ccc(Cl)cc2)CC1,5,11,.,.,8,6,.,-14
CCS(=O)(=O)C(=C1Nc2ccccc2N1)S(=O)(=O)CC,1,6,8,-3,-2,-4,4,-4
FC(F)(F)c1cc(CO[C@@H]2CCCN[C@@H]2c2ccccc2)cc(C(F)(F)F)c1,-8,6,8,0,3,4,58*,4
O=[N+]([O-])c1cccc(/C=N/Nc2nc(NCc3ccccc3)nc(N3CCOCC3)n2)c1,17,0,-18,-3,8,20,-7,-3
Cc1ccc(N(Cc2cc3ccc(C)cc3[nH]c2=O)C(=O)c2cccs2)cc1,4,.,14,-1,23,.,5,4
Nn1c(SCC(=O)Nc2ccc(N3CCOCC3)cc2)nnc1-c1ccccc1F,-13,-8,-6,-2,4,5,-6,1
C=CCN1C(=O)C(CC(=O)NCC)SC1=Nc1ccccc1OC (stereo unspecified),-3,6,16,-3,1,13,4,1

Additional structures follow:
SMILES,Gli-Sufu block,CXCR6 block,APJ antagonist,APJ agonist,CCR6 antagonist,EBI2 block,UBC13 inh,ATG4B inh
COC(=O)c1ccccc1NS(=O)(=O)c1ccc2c(c1)oc(=O)n2C,-8,-3,-9,1,17,-3,-7,1
COC(=O)C1=C(C)NC=C([N+](=O)[O-])C1c1ccc(OC)cc1 (stereo unspecified),2,1,-4,1,29,-3,-48,-7
c1ccc(-c2nccc(-c3ccc(-n4cnc5ccccc54)cc3)n2)nc1,-6,15,21,-2,8,-4,12,-37
CN(Cc1ccccc1)C(=O)CN1CCN(S(=O)(=O)c2ccc(Cl)c(Cl)c2)CC1,4,-3,0,-3,-3,1,5,-7
Cc1nn(-c2ccccc2)c(C)c1C(=O)OCC(=O)Nc1cccc(S(N)(=O)=O)c1,1,-10,3,-4,7,3,3,-5
COc1ccccc1N1CCN(CC(=O)Nc2cc(C)nn2-c2nc(C)cc(C)n2)CC1,-17,4,.,.,10,4,.,1
CCc1ccccc1NCC(=O)Nc1ccccc1C(=O)OC,9,5,-3,-10,17,3,6,-3
Cc1cc(=O)c(C(=O)O)c(C)n1-c1ccccc1,5,0,.,.,7,3,.,4
Cc1ccc(CSCC(=O)N(C)CC(=O)Nc2ccc(Br)cc2C)cc1,0,-3,-8,5,3,2,-1,6
CNC(=O)c1ccccc1NC(=O)c1ccc(C)c(S(=O)(=O)N2CCCCC2)c1,10,-10,-4,6,10,8,9,-35
CCOC(=O)C1=C(C)NC(=O)NC1c1ccccc1Cl (stereo unspecified),4,-4,-2,-2,-2,-15,5,-12
COc1cc(-c2noc(C)c2/C=C/c2ccc(C(=O)O)cc2)cc(OC)c1OC,-16,3,-8,3,0,-2,-16,5

(listing goes on)
SMILES,Gli-Sufu block,CXCR6 block,APJ antagonist,APJ agonist,CCR6 antagonist,EBI2 block,UBC13 inh,ATG4B inh
COC(=O)Cc1cnc(NC(=O)CSc2nc(C(C)C)cc(=O)[nH]2)s1,0,-5,23,-2,2,1,1,-4
O=C(CCN1C(=O)C2C3C=CC(C3)C2C1=O)NCCc1ccccc1 (stereo unspecified),-7,-3,-20,1,-22,-5,-9,-5
COc1ccc(NC(=O)CSc2nc3ccccc3nc2N2CCCCC2)cc1,19,8,19,-3,17,16,6,-7
Cc1ccc(S(=O)(=O)N2CCN(C(=O)CSc3ccccn3)CC2)c(C)c1,-16,-7,14,1,2,15,-7,-13
COc1ccc(NS(=O)(=O)c2cc(NC(=O)CC3CCCC3)ccc2N2CCOCC2)cc1,-4,10,-2,-4,8,4,-2,4
O=C(O)c1cc(N2C(=O)C3CCCCC3C2=O)ccc1NCc1cccnc1 (stereo unspecified),14,-6,-1,-1,-4,0,1,-8
S=c1[nH]nc(C23CC4CC(CC(C4)C2)C3)n1Cc1ccco1,13,0,-8,-6,-30,-2,-8,3
Cc1ccc2c(ccn3cc4c(c(=O)n(C)c(=O)n4C)c23)c1,-29,2,13,-9,0,8,10,0
Cc1ncc(CSc2nc3ccccc3[nH]2)c(N)n1,0,-3,2,-3,-8,-10,4,3
CC1=CC=CC2=N/C(=N\S(=O)(=O)c3ccc(F)cc3F)c3ccccc3CN12,9,1,14,-1,11,-1,-12,4
O=C(CCCCCN1C(=O)c2cccc3cccc(c23)C1=O)N1CCOCC1,4,-4,5,-2,-9,-3,13,2
O=C(N/N=C/c1ccccc1OC(=O)c1ccc2c(c1)OCO2)c1ccccc1,4,-3,-9,-2,-2,-9,-3,-5

More records.
SMILES,Gli-Sufu block,CXCR6 block,APJ antagonist,APJ agonist,CCR6 antagonist,EBI2 block,UBC13 inh,ATG4B inh
CC(C)C(C)NC(=O)COc1ncnc2sccc12 (stereo unspecified),1,5,9,-2,4,0,-3,3
CN1c2ccccc2C(=O)/C(=C\Nc2ccc(F)cc2F)S1(=O)=O,0,2,6,-6,11,-4,5,-6
CCOC(=O)CC(NC(=O)c1cc2cc(Cl)cc(Cl)c2oc1=O)c1cccc([N+](=O)[O-])c1 (stereo unspecified),-4,-7,10,0,-10,12,-5,-4
Cc1sc2ncn(CC(=O)N3CCOCC3)c(=O)c2c1-c1ccccc1,36,-1,12,0,3,-9,-10,4
Cc1c(N2C(=O)/C(=C\c3ccccc3O)SC2=S)c(=O)n(-c2ccccc2)n1C,-3,26,3,-1,18,3,-14,-4
O=C(COc1ccc2c3c(c(=O)oc2c1)CCC3)NCCN1CCOCC1,17,-3,12,-5,4,3,-1,1
COc1ccccc1CN(C)CC(=O)Nc1cccc2ccccc12,-4,-3,8,-2,19,10,9,-2
COc1ccc(C(=O)OCC(=O)NC(=O)NC2CCCC2)cc1OC,-10,-6,4,2,2,-6,4,-4
O=C(N/N=C/c1cn(-c2ccccc2)nc1-c1cccnc1)c1cccnc1,-1,6,2,0,12,-3,-2,1
O=C(c1ccc(-n2cncn2)c([N+](=O)[O-])c1)N1CCN(S(=O)(=O)c2cccc(F)c2)CC1,-4,-5,-24,9,-2,11,-5,0
COc1ccc2c(c1)CCc1c(C(=O)NCCc3ccc(OC)c(OC)c3)noc1-2,0,-2,14,0,-8,8,5,-4
N#Cc1ccsc1NC(=O)COc1ccc(-c2nnco2)cc1,-28,-9,9,2,12,2,3,8

Continuation.
SMILES,Gli-Sufu block,CXCR6 block,APJ antagonist,APJ agonist,CCR6 antagonist,EBI2 block,UBC13 inh,ATG4B inh
CCS(=O)(=O)N1CCN(c2ccc([N+](=O)[O-])c(NCC3CCCO3)c2)CC1 (stereo unspecified),7,6,11,-3,29,6,-42,1
O=[N+]([O-])c1cc(S(=O)(=O)Nc2cccc(Cl)c2)ccc1N/N=C/c1ccc(N2CCOCC2)cc1,-6,36,48*,-12,50*,9,-85,-2
Cc1ccc(S(=O)(=O)N2CCN(C(C)C)CC2)cc1,-3,9,-1,1,-1,-10,5,13
CC(C)CCOP(=O)(c1ccc(N(C)C)cc1)C(O)c1ccc(N(C)C)cc1 (stereo unspecified),-2,6,4,-2,14,-3,-5,-1
COc1ccccc1N1CCN(c2nc3ccccc3nc2C(C#N)C(=O)OC(C)C)CC1 (stereo unspecified),-5,23,15,-4,26,32,-10,11
CCc1ccc(Nc2nnc(SCC(=O)Nc3ccc(C(=O)O)cc3)s2)cc1,-6,3,4,-4,7,-9,-6,-6
COc1ccc(C2N(c3cc(Cl)ccc3OC)C(=O)C3CCCN32)cc1OC (stereo unspecified),17,6,20,-4,4,-2,4,7
O=C(NCc1ccc(F)cc1)C(c1ccc(Cl)cc1)N(C(=O)c1csnn1)C1CC1 (stereo unspecified),23,8,10,-3,6,1,5,-15
CC(=O)c1cc(C#N)c(SCC(=O)OC(C)C)nc1C,-5,-3,11,2,18,0,2,5
CC1CCCCN1C(=O)COc1ccc(NC(=O)c2ccco2)cc1 (stereo unspecified),-13,1,3,-2,4,2,-2,-3
NS(=O)(=O)c1cccc(NC(=O)c2cccc3c(Br)cccc23)c1,7,-4,-14,0,9,6,-1,-6
Cc1cc(NC(=O)c2ccc(Cl)c([N+](=O)[O-])c2)no1,-21,-2,-9,-2,4,-5,4,2

(continued)
SMILES,Gli-Sufu block,CXCR6 block,APJ antagonist,APJ agonist,CCR6 antagonist,EBI2 block,UBC13 inh,ATG4B inh
O=C(OCC(=O)N1CCN(S(=O)(=O)c2ccccc2)CC1)c1ccc([N+](=O)[O-])o1,-6,-22,-51,2,-24,-4,8,-3
O=C(COc1ncnc2ccccc12)NC(=O)NCc1ccccc1,1,-1,-11,-2,3,0,6,-3
CC(=O)N1CCN(S(=O)(=O)c2cccc(C(=O)NNC(=O)Cn3ccc(C(F)(F)F)n3)c2)CC1,-10,7,-35,-6,2,5,-3,2
CCOC(=O)c1cnc(SCC(=O)Nc2cc(C(F)(F)F)ccc2N2CCOCC2)nc1N,5,-12,2,1,31,85*,2,-5
O=C(CCc1nnc2n(Cc3ccccc3Cl)c(=O)c3ccccc3n12)NCCCN1CCOCC1,6,-16,1,-2,-2,-7,3,-2
CCOC(=O)c1c[nH]c2c(C)cc(C)cc2c1=O,4,-3,2,-5,-1,-12,-1,-3
Nc1ncnc2c1ncn2[C@@H]1O[C@H](CNC(=O)[C@@H](N)C2CCCCC2)[C@@H](O)[C@H]1O,-5,-9,.,.,5,-13,.,3
N#CC1(NC(=O)COc2cccnc2[N+](=O)[O-])CCCCC1,8,5,16,-3,-13,-8,6,-4
Cc1ccnc(NC(=O)CCc2c(C)nc3ncnn3c2C)c1,7,-4,-5,0,-14,0,-9,7
COc1ccc(NC(=O)c2cccc3cccnc23)cc1S(N)(=O)=O,11,-4,-1,-1,8,5,1,-13
COc1ccc(C)cc1NC(=O)c1ccccc1N(C)S(=O)(=O)c1ccccc1,4,-8,-9,-3,22,-8,-3,-9
O=C(c1ccccc1)c1cccc(NC(=O)c2ccc(Br)o2)c1,-25,-5,7,-1,8,3,-1,0

More results follow.
SMILES,Gli-Sufu block,CXCR6 block,APJ antagonist,APJ agonist,CCR6 antagonist,EBI2 block,UBC13 inh,ATG4B inh
COc1ccc(F)cc1S(=O)(=O)NCC(c1ccco1)N1CCc2ccccc2C1 (stereo unspecified),3,2,20,9,14,12,5,-9
O=C(Nc1cccc2ccccc12)c1cnsn1,7,-5,1,-4,-11,-1,-6,-10
COC(C(=O)NC(C(C)C)C(C)C)c1ccccc1 (stereo unspecified),-7,7,8,1,3,-5,8,-7
CC(C(=O)Nc1ccc(C(=O)O)c(O)c1)N1C(=O)/C(=C\c2ccco2)SC1=S (stereo unspecified),3,16,16,-6,23,-13,-14,48*
COCc1c(C(=O)Nc2ccc(Cl)cc2F)oc2ccccc12,-46,1,-1,-2,20,-1,10,3
CCc1ccc(-c2cc3c(=O)n(CC(=O)NCCCN4CCC(Cc5ccccc5)CC4)nc(C)n3n2)cc1,20,-2,25,13,29,-20,60*,-6
O=S(=O)(c1cnc[nH]1)N1CCCCCC1,-5,-4,7,7,5,-2,3,6
Cc1ccc(Nc2cc(C(=O)NCCCN3CCOCC3)c3ccccc3n2)c(C)c1,8,-2,8,-3,3,3,5,-10
CCOc1cc(/C=N/NC(=O)c2ccccn2)ccc1OC(=O)c1cccs1,-20,1,0,-1,2,-30,-6,1

Source: PubChem
